Screening data from PubChem BioAssay.
PTK2B oligo ant = Pyk2 (human) oligomerization antagonism; Q293 cells, Pyk2 FERM NanoBiT luminescence; active compounds read low; z-score (the deposit names both 25 µM and 10 µM); AID 1347419; actives 0.83% (n = 99,000); Q14289;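 active = Z-score of -3 or lower, scaled per plate to the spread of control and sample wells; inactive = z-score above -3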;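 also: negative z-score means lost luminescence so less FERM oligomerization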
PLAP activator = activates human placental alkaline phosphatase; purified PLAP enzyme, luminescent substrate read-out; active compounds read high; AID 696; actives 1.2% (n = 96,000); P05187; activation fold at 20 µM; in the data active = activation fold above about 2
CD11b adhes enh = CD11b/CD18-fibrinogen binding enhancement | P05107+P11215 | K562 CD11b/CD18 adhesion to fibrinogen, ATPlite luminescence | activation, % at 10 µM | actives 0.07% (n = 93,000) | AID 1499;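 active = 10 µM primary screen giving 50% or more activity, confirmed by 40% or more on retest at that dose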; also: strong numbers were not always called active; reference of the scale not given here
Target sequence (P05107 whole entry, looked up, other chains not shown): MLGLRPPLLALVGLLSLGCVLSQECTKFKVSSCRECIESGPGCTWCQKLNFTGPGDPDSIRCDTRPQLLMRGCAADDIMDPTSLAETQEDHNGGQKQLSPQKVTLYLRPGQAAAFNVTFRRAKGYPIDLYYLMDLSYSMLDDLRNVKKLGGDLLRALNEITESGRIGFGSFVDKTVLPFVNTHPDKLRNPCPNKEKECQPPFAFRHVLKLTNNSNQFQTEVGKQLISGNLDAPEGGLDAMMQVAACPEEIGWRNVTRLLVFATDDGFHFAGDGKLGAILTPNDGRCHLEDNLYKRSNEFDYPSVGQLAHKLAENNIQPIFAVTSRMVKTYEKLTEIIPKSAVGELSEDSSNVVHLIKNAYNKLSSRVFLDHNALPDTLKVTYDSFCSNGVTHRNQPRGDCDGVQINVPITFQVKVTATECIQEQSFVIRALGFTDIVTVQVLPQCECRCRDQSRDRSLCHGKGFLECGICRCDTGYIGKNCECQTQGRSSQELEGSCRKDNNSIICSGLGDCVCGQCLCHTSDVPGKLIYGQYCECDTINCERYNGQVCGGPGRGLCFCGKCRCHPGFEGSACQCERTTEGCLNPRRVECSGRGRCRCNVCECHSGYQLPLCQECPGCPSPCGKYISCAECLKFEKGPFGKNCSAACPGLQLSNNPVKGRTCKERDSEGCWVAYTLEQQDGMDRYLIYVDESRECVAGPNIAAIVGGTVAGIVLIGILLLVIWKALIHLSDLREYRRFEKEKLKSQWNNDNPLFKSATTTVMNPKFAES
CYP2C19 inh = inhibitors of human CYP2C19; CYP2C19 Supersomes, luciferin-H EGE luminescence, 30 min; actives 21% (n = 96,000); AID 778; inhibition, % at 5 µM;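 active = CYP2C19 inhibition above a set limit at 5 µM in the primary screen, cut at about 50% in these data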;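 also: plate controls were negative control wells for no effect and 2.5 mM tranylcypromine positive control for full effect; values of inactives mirror those of a sister screen read the other way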
CD11b adhes inh = CD11b/CD18-fibrinogen binding inhibition | P05107+P11215 | K562 CD11b/CD18 adhesion to fibrinogen, ATPlite luminescence; Mn2+ added to activate the integrin | inhibition, % at 10 µM | actives 0.54% (n = 93,000) | AID 1497;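 active = primary inhibition of 50% or more at 10 µM, then 40% or more on retest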; also: some results filed as inactive read as strong as hits
CYP2C9 activ = increases human cytochrome P450 2C9 activity; P11712; recombinant CYP2C9, luciferin-H conversion, luminescence; active compounds read high; factor 1 = untreated enzyme, 0 = blocked; activation factor at 5 µM; actives 1.4% (n = 96,000); AID 1024;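 active = activation factor of 2 or more for CYP2C9 at a 5 µM dose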;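 also: 0 = sulfaphenazole-blocked wells and 1 = vehicle-only wells; values of inactives mirror those of a sister screen read the other way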
MT1-MMP txn act = MT1-MMP promoter transcription activation. HT1080 MT1-MMP promoter luciferase reporter, luminescence, overnight; active compounds read high. activation factor at 10 µM. actives 0.16% (n = 86,000);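 active = activation factor of at least 2 for MT1-MMP transcription at 10 µM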
CYP2C9 inh = human CYP2C9 inhibition | inhibition, % at 5 µM | CYP2C9 Supersomes, luciferin-H conversion, luminescence | actives 20% (n = 96,000) | P11712 | AID 777;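 active = blocking of liver enzyme CYP2C9 beyond about 50% at 5 µM, limit read from the data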; also: values of inactives mirror those of a sister screen read the other way
CYP2C19 act = activators of human cytochrome P450 2C19 | recombinant CYP2C19, luciferin-H EGE luminescence; active compounds read high; 0 = fully inhibited enzyme, 1 = untreated enzyme | activation factor at 5 µM | AID 1025 | P33261 | 96,000 tested, under 10 active;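 active = activation factor of at least 2 at 5 µM in the primary screen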;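 also: 0 = wells with 2.5 mM tranylcypromine and 1 = vehicle-only wells; values of inactives mirror those of a sister screen read the other way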
* hit, by the source's call; · = not tested or not shown.

SMILES | PTK2B oligo ant | PLAP activator | CD11b adhes enh | CYP2C19 inh | CD11b adhes inh | CYP2C9 activ | MT1-MMP txn act | CYP2C9 inh | CYP2C19 act
CCS(=O)(=O)c1ccc(O)c(N2C(=O)C3C4C=CC(C4)C3C2=O)c1 (centres undefined) | 0.12 | 1.1 | -2 | -3 | 9 | 1 | 1.2 | -4 | 1
Cc1coc2c1c(C)cc1oc(=O)c(Cc3ccccc3)c(C)c12 | -0.57 | 1.1 | 2 | 53* | 13 | 0.9 | · | 10 | 0.5
O=[N+]([O-])c1ccc(NCCCNS(=O)(=O)c2ccc(Cl)cc2)c(Cl)c1 | · | 0.7 | 1 | 72* | 8 | 0.5 | · | 49 | 0.3
Clc1ccc(Cc2nn3c(Cn4nnc5ccccc54)nnc3s2)cc1 | 0.15 | 1.2 | 0 | 48 | 7 | 0.3 | 1.1 | 73* | 0.5
CCOc1cc(-c2nn3cnnc3s2)cc(OCC)c1OCC | -0.32 | 1 | -2 | 31 | -18 | 0.9 | 1.1 | 12 | 0.7
Cc1nc2ccccc2c(=O)n1/N=C/c1cn(-c2ccccc2)nc1-c1cccs1 | -1.1 | 1.7 | 19 | 80* | -1 | 0 | 1.5 | 98* | 0.2
O=C(NC1=NCCS1)C1CC2CCC1C2 (centres undefined) | 1.2 | 1.2 | 0 | 31 | 14 | 0.9 | 1.1 | 5 | 0.7
CC(C)n1nc(C(=O)Nc2nc3ccc(S(C)(=O)=O)cc3s2)c2ccccc2c1=O | -0.12 | 1 | 12 | -3 | -12 | 0.8 | 1 | 21 | 1
COC(=O)c1ccccc1NC(=O)n1cc(C)cn1 | 1.9 | 1 | -2 | 2 | 0 | 0.9 | 1.1 | 6 | 1
O=C(c1ccc(CN2CCOCC2)cc1)N1CCC(Cc2ccccc2)CC1 | -0.55 | 1.7 | -2 | 66* | -2 | 0.3 | 1.1 | 71* | 0.3
CCC(C)NC(=O)N[C@@H](CCSC)C(=O)OC (some centres undefined) | 1.3 | 1 | -5 | -9 | 24 | 0.9 | 1.1 | 9 | 1.1
Cc1cccc(NC(=S)NN2CCOCC2)c1C | 0.81 | 1.1 | -1 | 6 | -8 | 1.2 | 1.1 | -24 | 0.9
O=C(CN1CCCCCC1)Nc1cccc(Br)c1 | -0.23 | 1 | -1 | 41 | 11 | 1 | 1.1 | 1 | 0.6
Cc1cc(C)c2c(N)c(C(=O)N3CCN(c4ncccn4)CC3)sc2n1 | 1.2 | 0.9 | 3 | 50* | 5 | 0.6 | 1.4 | 42 | 0.5
Cc1cc(C(=O)N2CCc3ccccc32)c2cc(F)ccc2n1 | 1.4 | 1 | -3 | 28 | -8 | 0.7 | 1.4 | 25 | 0.7
COC(=O)c1cn(C(=O)c2ccc(Br)o2)c2ccccc12 | 0.48 | 1.1 | · | 16 | · | 0.8 | 1 | 24 | 0.8
CCN1CCN(C(=O)c2cn(CCOC)c(=O)c3c2c2ccccc2n3C)CC1 | -0.7 | 1.4 | 1 | 2 | -14 | 1 | 1 | 0 | 1
Clc1ccc(-n2nnnc2-c2ccccc2)cc1 | -0.05 | 0.9 | 0 | 98* | -8 | 0.4 | 1.1 | 61* | 0
COc1cccc(CNCCc2c[nH]c3ccccc23)c1OCc1ccc(F)cc1 | 1.4 | 1.6 | -4 | 27 | 50 | 0.9 | · | 8 | 0.7
O=C(O)c1cc(NCc2ccc3c(c2)OCO3)ccc1N1CCOCC1 | -0.31 | 1.1 | 0 | 15 | -9 | 0.7 | 1 | 27 | 0.8
N#Cc1nc(COc2cccc(Cl)c2)oc1N1CCCC1 | · | 1 | -4 | 98* | 4 | 0.8 | 1.1 | 18 | 0
Cc1ccc(OCC(=O)N2CCC(N3CCCCCC3)CC2)cc1 | 0.91 | 1.4 | 2 | -1 | 4 | 1.1 | 1 | -8 | 1
O=C(O)CSCC(=O)Nc1cc(C(F)(F)F)ccc1Cl | 0.01 | 1 | -2 | 7 | 0 | 1 | 1.2 | 4 | 0.9
Cc1cc(C)nc(SCc2nnc(SCC(=O)OC3CCCCC3)o2)n1 | 1.8 | 1.3 | 1 | 32 | -2 | 0.9 | 1.2 | 7 | 0.7
Cc1nc(-c2ccccc2O)n(-c2ccccc2)n1 | 1.1 | 1.4 | -2 | 53* | 14 | 0.3 | 1.1 | 68* | 0.5

Limited to CYP2C19 inh (two entries from above):
molecule | CYP2C19 inh
O=C(O)CSCC(=O)Nc1cc(C(F)(F)F)ccc1Cl | 7
Clc1ccc(Cc2nn3c(Cn4nnc5ccccc54)nnc3s2)cc1 | 48

(more compounds)
SMILES | PTK2B oligo ant | PLAP activator | CD11b adhes enh | CYP2C19 inh | CD11b adhes inh | CYP2C9 activ | MT1-MMP txn act | CYP2C9 inh | CYP2C19 act
Cn1ccs/c1=N\S(=O)(=O)c1ccc(Br)cc1 | -0.24 | 0.9 | · | 37 | · | 2.4* | 1.2 | -141 | 0.6
Cc1ccc(NC(=O)C2CCN(S(=O)(=O)c3ccc(F)cc3)CC2)cc1 | 1.1 | 0.8 | 0 | 14 | -2 | 0.8 | 1.2 | 18 | 0.9
CCOC(=O)N1CCC(NC(=O)c2cc(C(=O)Nc3ccc(OC)c(OC)c3)ccc2CO)CC1 | 1.7 | 1.2 | -1 | 20 | -4 | 0.4 | 1.1 | 64* | 0.8
Cc1cc(C(=O)CSc2nnc(Nc3ccccc3)s2)c(C)n1CC1CCCO1 (centres undefined) | 1.1 | 0.8 | -2 | 9 | -14 | 0.8 | 1.1 | 19 | 0.9
CCCOc1ccc(/C(O)=C2\C(=O)C(=O)N(CCCOC)C23C(=O)N(C)c2ccccc23)cc1 (centres undefined) | 0.21 | 1.7 | -9 | -2 | 4 | 1.1 | 1.2 | -12 | 1
C#CC[N+](CC)(CC)CC#Cc1cccc(Cl)c1 | -0.44 | 0.6 | · | -6 | · | 1 | · | -3 | 1.1
C=CCON1C(=O)c2ccccc2C1=O | 1.4 | 1.1 | 1 | 1 | -9 | 1 | 1.1 | 0 | 1
CCOC(=O)c1sc(NC(=O)c2ccc(C)s2)cc1C | -1.2 | 0.9 | · | 28 | · | 0.9 | 1.6 | 13 | 0.7
Cn1c(-c2sc3cc(C(F)(F)F)cnc3c2-c2ccccc2)n[nH]c1=S | -0.32 | 2.6* | -2 | 47 | -39 | 0.5 | 1.1 | 52* | 0.5
CC1(C)CC(=O)C2=C(C1)N(c1ccc(F)cc1)C(=O)C2(O)C(F)(F)F (centres undefined) | -0.17 | 1 | · | 50* | · | 0.9 | · | 14 | 0.5
Fc1ccc(C2CC(c3ccccc3)n3ncnc3N2)cc1 (centres undefined) | 0.65 | 1 | 14 | 88* | -3 | 0.8 | 1 | 22 | 0.1
CSCCC(NC(=O)C1CCC(C)CC1)C(=O)O (centres undefined) | -0.44 | 1.3 | 2 | -16 | 14 | 1 | 1.1 | -2 | 1.2
Cc1cc(Cl)ccc1OCC(=O)NCCCN1CCOCC1 | 0.47 | 1.6 | 1 | 42 | -4 | 1 | 1.1 | -1 | 0.6
CCCn1c(SCc2nc3sc(C)c(C)c3c(=O)[nH]2)nc2ccccc2c1=O | -1.1 | 1.2 | 7 | 37 | 8 | 0.3 | · | 66* | 0.6
O=C1CC(C(=O)Nc2ncccn2)C(c2ccccc2)O1 (centres undefined) | 0.73 | 1.1 | 0 | 10 | 11 | 1 | 1 | -2 | 0.9
C=CCN1C(=O)c2ccccc2Sc2ccc(C(=O)N3CCN(C)CC3)cc21 | 0.62 | 1.3 | 0 | -20 | -17 | 1.1 | 1.2 | -7 | 1.2
CCOc1oc(-c2ccc(OC)cc2)nc1C(F)(F)F | 0.92 | 1 | 0 | -7 | 3 | 1.1 | · | -13 | 1.1
Cc1oc(/N=C/c2ccccc2O)c(C#N)c1C | -0.49 | 1 | -2 | 2 | 0 | 1 | 1.2 | -3 | 1
CCCCC(=O)Nc1ccc(Br)cc1C(=O)O | -0.4 | 1.1 | 0 | -10 | 2 | 0.8 | 1.2 | 24 | 1.1
O=C(O)c1ccc2c(c1)C(=O)N(Cc1ccc3c(c1)OCO3)C2=O | -0.04 | 1 | 0 | 4 | -18 | 1 | 1.1 | 1 | 1
C=CCc1ccccc1OCC(O)Cn1ccnc1C (centres undefined) | 0.41 | 1.2 | 0 | 57* | 4 | 0.8 | 1.1 | 17 | 0.4
COC(=O)CNC(=O)COC(=O)C(Cc1ccccc1)NC(=O)c1ccco1 (centres undefined) | 0.63 | 1.1 | 1 | -8 | 10 | 1.1 | 1.1 | -10 | 1.1
CCc1c(C)sc(NC(=O)c2ccco2)c1C(=O)N1CCCCC1 | 0.46 | 1.3 | 4 | 2 | 5 | 0.9 | 1 | 7 | 1
CCC(Sc1nc(N)cc(=O)[nH]1)C(=O)NC(C(=O)OC)c1ccccc1 (centres undefined) | · | 0.8 | 2 | 0 | -14 | 1 | 1.1 | -3 | 1
CCOC(=O)c1c(C)[nH]c2cc(Br)c(OC)cc12 | -1.4 | 1 | -3 | 41 | 16 | 0.6 | 1.1 | 40 | 0.6

As entered above:
`Cc1nc2ccccc2c(=O)n1/N=C/c1cn(-c2ccccc2)nc1-c1cccs1` | CYP2C9 activ: 0
`Cc1cccc(NC(=S)NN2CCOCC2)c1C` | CYP2C9 activ: 1.2

More records follow:
SMILES | PTK2B oligo ant | PLAP activator | CD11b adhes enh | CYP2C19 inh | CD11b adhes inh | CYP2C9 activ | MT1-MMP txn act | CYP2C9 inh | CYP2C19 act
COC(=O)/C(=C\Nc1ccc(OC)cc1)NC(=O)c1ccc(Cl)cc1Cl | 0.27 | 0.9 | -1 | 14 | -1 | 0.8 | · | 20 | 0.9
CC(CNC(=O)c1cc(Cl)ccc1[N+](=O)[O-])NC(=O)c1cc(Cl)ccc1[N+](=O)[O-] (centres undefined) | 0.64 | 0.9 | · | 7 | · | 1 | · | 3 | 0.9
N#CC1=C(N)N(c2ccccc2Sc2ccccc2)C(=O)C1 | -1.1 | 1.3 | 1 | 16 | -5 | 0.9 | 1.2 | 10 | 0.8
NC(=S)Nc1cnc2ccccc2c1 | -0.31 | 0.8 | -2 | -16 | -25 | 1.1 | · | -10 | 1.2
CCN1CCCC1CNC(=O)COc1cc(=O)n(C)c2ccccc12 (centres undefined) | 0.97 | 1.2 | -2 | -8 | -7 | 0.5 | 1 | 46 | 1.1
COc1ccc(-c2cc(C(F)(F)F)nc(N3CCN(C)CC3)n2)cc1OC | 0.6 | 1.3 | 3 | 2 | -12 | 0.9 | 0.9 | 11 | 1
CCN(CC)c1nc(-c2nn[nH]n2)nc(N(CC)CC)n1 | -0.11 | 1.2 | -5 | 2 | 0 | 1 | 1.2 | -3 | 1
Cc1cc(=O)[nH]c(SCC(=O)Nc2cccc3ccccc23)c1C#N | -2.9 | 1.5 | -4 | 26 | 38 | 0.1 | · | 86* | 0.7
CC(C)(C)NC(=O)COc1ccc(CNc2ccc3[nH]c(=O)[nH]c3c2)cc1 | 0.03 | 1 | -2 | 12 | -1 | 0.7 | 1 | 31 | 0.9
CC(C)Sc1nc2ccccc2c(=O)[nH]1 | -0.14 | 0.9 | 2 | 27 | 2 | 0.9 | 1.1 | 10 | 0.7
N#Cc1cnn(Cc2ccccc2)c1N | 0.9 | 0.9 | 4 | 11 | -2 | 1.1 | 1.2 | -9 | 0.9
Cc1ccc(CN2C3=NCCCN3c3ccccc32)cc1 | 0.24 | 0.6 | -2 | 0 | -7 | 0.9 | 1.2 | 12 | 1
COCCn1c(=S)[nH]c2cc(C(=O)NC(C)C)ccc2c1=O | 0.67 | 0.9 | · | 22 | · | 0.9 | · | 15 | 0.8
COc1ccc(N2CCN(C(=O)Cc3nn(C)c(=O)c4ccccc34)CC2)cc1 | 0.58 | 1.2 | -2 | -10 | 15 | 1 | 1.1 | -3 | 1.1
CCN(CC)c1nc(C)nc2c1cnn2CCc1ccccc1 | -1.7 | 1.6 | -6 | 97* | 7 | 0.9 | · | 14 | 0
